# Screens: PubChem, National Center for Advancing Translational Sciences (NCATS)
# Texas Red fluor – qHTS Assay for Spectroscopic Profiling in Texas Red Spectral Region. Compound fluorescence, Texas Red channel, 547/618 nm; hits give high values. max dye-equivalent concentration, M. hit rate 0.06% among 59,000; in the data active means max dye-equivalent concentration above about 10 nM; inconclusive means between about 1.1 nM and that limit
#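 Dye-equivalent concentrations come from scaling compound signal (ex 547, em 618 nm) to six Texas Red standard concentrations run on every plate, after 15 min room-temperature incubation in pH 8.0 Tris (100 mM).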
# HEK293 cAMP ctrl – qHTS Assay for Agonists of the Thyroid Stimulating Hormone Receptor: Activators of Intracellular cAMP Concentrations in Parental HEK 293 | parental HEK293 CNG cAMP sensor, membrane potential fluorescence | Potency, µM (series often up to 57.1 µM), for the others: at the top dose activation, actives largely listed as activators | hit rate 2.5% among 73,000 | AID 938, 2007; further: potency means the concentration at half of the fitted maximal effect; % of control where 0% means no effect; nearly all actives have a fitted effect of over 55% in size
#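 Parental HEK 293 cells stably expressing a cAMP-gated CNG channel were loaded with membrane potential dye containing 100 uM RO 20-1724 for 60 min. Compound added for 30 min; depolarization read as fluorescence intensity at 590 nm.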
# ERK AVP block – qHTS Assay for Inhibitors of the ERK Signaling Pathway using a Homogeneous Screening Assay; HEK293-V1b, vasopressin-stimulated pERK AlphaScreen; Potency, µM (top dose mostly 57.5 µM), inactives show at the highest dose activity, negative = inhibition, hits mostly inhibitors; hit rate 0.99% among 72,000; further: potency means the concentration at half of the fitted maximal effect; on the % scale 0 is the no-effect control and ±100 the full control effect; nearly all actives have a fitted effect of over 55% in size
#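 qHTS, compounds titrated on V1b-expressing HEK293 cells. Preincubation 30 min at 37C, vasopressin 25 nM for 5 min, lysis 10 min, bead incubation 5 hr at room temperature.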
# Tau fil binding – qHTS Assay for Tau Filament Binding. Microtubule-associated protein tau (Homo sapiens), P10636. recombinant tau filaments, thioflavin S fluorescence, 15 h; filaments grown with octadecylsulfate alongside compound. Potency, µM (top dose mostly 57.1 µM), for inactives: top-dose activity change, negative = inhibition. hit rate 2% among 71,000. AID 596, 2007;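 further: potency means the concentration at half of the fitted maximal effect; on the % scale 0 is the no-effect control and ±100 the full control effect; actives lower thioflavin S fluorescence by blocking filaments or displacing dye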
#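 Assay mix: 1 uM His-tagged tau, 30 uM sodium octadecylsulfate, thioflavine S dye in HEPES/NaCl/DTT buffer. Compound is added prior to the inducer. Fluorescence after 15 h at 37 C.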
# Caspase-7 inhib – qHTS Assay for Allosteric/Competitive Inhibitors of Caspase-7; recombinant caspase-7, Ac-DEVD-AFC fluorescence rate; Potency, µM (series often up to 57.5 µM), inactives show at the top dose activity change, negative = inhibition, usual class: inhibitors; hit rate 0.02% among 75,000; active means well fitted inhibition curve with a large enough effect in the main read-out, with a control signal flat, not every such curve was filed as active; inconclusive means small, poorly fitted or top-dose-only effect, or a change in a side signal; further: potency means the concentration at half of the fitted maximal effect; % of control where 0% means no effect
# Casp1 inh – qHTS Assay for Allosteric/Competitive Inhibitors of Caspase-1; P29466; Caspase-1 enzyme, Ac-WEHD-AFC fluorogenic rate; Potency, µM (doses to about 57.5 µM), for the others: at the highest dose activity change, negative = inhibition, hits mostly inhibitors; hit rate 0.03% among 75,000; AID 900, 2007;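 further: potency means the concentration at half of the fitted maximal effect; plate controls were vehicle for no effect and no substrate for full effect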
# Luciferase inh – qHTS Assay for Inhibitors of Firefly Luciferase; purified firefly luciferase, luminescence, 8 min; AID 411, 2009; Potency, µM (highest dose often 57.1 µM), for inactives: at the top dose activity change, negative = inhibition, hits mostly inhibitors; hit rate 2.2% among 72,000; Luciferin 4-monooxygenase (Photinus pyralis), P08659; further: potency means the concentration at half of the fitted maximal effect; on the % scale 0 is the no-effect control and ±100 the full control effect; nearly all actives have a fitted effect of over 40% in size
# Target sequence (P08659 whole entry, looked up): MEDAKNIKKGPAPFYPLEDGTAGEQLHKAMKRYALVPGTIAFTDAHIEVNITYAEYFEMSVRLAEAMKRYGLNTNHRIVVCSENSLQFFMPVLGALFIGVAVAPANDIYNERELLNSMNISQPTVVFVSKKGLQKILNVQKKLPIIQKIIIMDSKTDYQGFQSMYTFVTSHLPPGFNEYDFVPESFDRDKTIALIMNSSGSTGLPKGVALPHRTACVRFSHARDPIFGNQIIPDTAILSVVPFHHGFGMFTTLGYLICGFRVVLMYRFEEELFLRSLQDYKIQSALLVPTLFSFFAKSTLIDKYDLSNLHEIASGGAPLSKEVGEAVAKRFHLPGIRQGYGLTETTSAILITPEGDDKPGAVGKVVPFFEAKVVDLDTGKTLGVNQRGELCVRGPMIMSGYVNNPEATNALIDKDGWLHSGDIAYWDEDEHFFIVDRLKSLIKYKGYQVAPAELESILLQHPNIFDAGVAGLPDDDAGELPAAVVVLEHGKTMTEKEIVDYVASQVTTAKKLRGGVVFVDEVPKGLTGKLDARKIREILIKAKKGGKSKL
#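 Luminescence read-out after 8 min at room temperature; enzyme reaction used luciferin plus 10 uM ATP (linear range) in imidazole buffer pH 7.2 with KCl, MgCl2, Tween 20 and BSA. Each sample was run as a titration.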
# Rhodamine fluor – qHTS Assay for Spectroscopic Profiling in Rhodamine Spectral Region. Rhodamine-region fluorescence, 547/598 nm, Tris buffer; hits give high values. max dye-equivalent concentration, M. hit rate 0.05% among 59,000. AID 594, 2007; in the data active means max dye-equivalent concentration above about 11 nM; inconclusive means between about 1.1 nM and that limit
#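 Steps: pin-transfer compounds into pH 8.0 Tris (100 mM), hold 15 min at room temperature, image with a 547/598 nm filter pair, and convert intensities to rhodamine-equivalent concentration using a six-point on-plate rhodamine series.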
# USP2a inh – qHTS Assay for Inhibitors of Ubiquitin-specific Protease USP2a. hit rate 0.1% among 60,000. Ubiquitin carboxyl-terminal hydrolase 2 (Homo sapiens), O75604. Potency, µM (top dose mostly 38.3 µM), for the others: at the highest dose activity change, negative = inhibition, most hits filed as inhibitors. USP2a enzymatic assay, qHTS inhibition;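 further: potency means the concentration at half of the fitted maximal effect; nearly all actives have a fitted effect of over 60% in size; plate controls were DMSO for no effect and NEM full inhibition control for full effect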
#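 Coupled readout: USP2-cleaved Ub-PLA2 (20nM final) turns over NBD C6-HPC (20uM final), Ex 460nm/Em 535nm after 2.5 h, time-zero read flagging artifacts. Enzyme (20nM final, pH 8.0 Tris) given 30 min RT with compound first; NEM defines full inhibition.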
# Fluorescein autfl – qHTS Assay for Spectroscopic Profiling in Fluorescein Spectral Region. hit rate 0.91% among 59,000. Compound autofluorescence, 480/540 nm, fluorescein-equivalent; hits give high values. max fluorescein-equivalent concentration, M. AID 593, 2007; in the data active means max fluorescein-equivalent concentration above about 10 nM; inconclusive means between about 1.1 nM and that limit
#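 Each compound is tested across a concentration series in 100 mM Tris buffer at pH 8.0. After 15 min at room temperature, plates are imaged with 480 nm excitation and 540 nm emission filters, and intensities are converted to fluorescein-equivalent values.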
# HADH2 inhib – qHTS Assay for Inhibitors of HADH2 (Hydroxyacyl-Coenzyme A Dehydrogenase, Type II) | 3-hydroxyacyl-CoA dehydrogenase type-2 (Homo sapiens), Q99714 | recombinant HADH2, NADH fluorescence, beta-hydroxybutyryl-CoA | Potency, µM (series often up to 57.1 µM), for inactives: at the top dose activity change, negative = inhibition, hits mostly inhibitors | hit rate 3.4% among 73,000; further: potency means the concentration at half of the fitted maximal effect; on the % scale 0 is the no-effect control and ±100 the full control effect; nearly all actives have a fitted effect of over 60% in size; many of its hits are not listed in these tables
# Target sequence (Q99714 whole entry, looked up, one chain of several): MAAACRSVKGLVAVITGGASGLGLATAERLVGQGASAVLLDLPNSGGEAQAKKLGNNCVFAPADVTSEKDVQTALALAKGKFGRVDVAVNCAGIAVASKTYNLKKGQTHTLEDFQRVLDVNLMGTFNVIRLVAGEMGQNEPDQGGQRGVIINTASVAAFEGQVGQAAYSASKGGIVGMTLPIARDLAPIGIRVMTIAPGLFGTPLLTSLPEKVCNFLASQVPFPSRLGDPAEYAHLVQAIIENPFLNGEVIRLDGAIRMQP
#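 Read-out: 360 nm excitation, 450 nm emission, kinetic over 4 min. Conditions: His-tagged human HADH2 20 nM, pH 9.0 Tris with Tween-20, 1 mM NAD+, 90 uM beta-hydroxybutyryl-CoA.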
# * hit, by the source's call; i = inactive; ? = inconclusive; / = no result given; [ ] = dose if it differs, or a comment. Unless noted, the call rests on the fitted dose curve; in most records, active means well fitted curve in the direction sought with a large enough effect; inconclusive means small, poorly fitted or top-dose-only effect, or another doubt; inactive means no such curve, though single readings can be large; an effect the other way counts as inactive or inconclusive.
SMILES,Texas Red fluor,HEK293 cAMP ctrl,ERK AVP block,Tau fil binding,Caspase-7 inhib,Casp1 inh,Luciferase inh,Rhodamine fluor,USP2a inh,Fluorescein autfl,HADH2 inhib
O=C1OCCC1Sc1nnc(-c2ccc3c(c2)OCO3)n1-c1ccccc1 (configuration not stated),i,0%,9%,2%,8%,1%,-13%,i,3%,?,3%
CCOc1ccc(N(CC(=O)NCCCOC)S(C)(=O)=O)cc1,/,6%,-15%,16%,-1%,1%,1%,/,1%,/,5%
CCNC(=O)Nc1cc2nc(C)n(Cc3ccc(Br)cc3)c2nc1C,i,0%,-7%,14%,-1%,2%,2%,i,20%,?,7%
CCOc1ccccc1N=C1NC(=O)CS1,i,12%,-10%,-6%,-1%,-2%,2%,i,9%,i,9%
COCCNC(=O)c1ccc(N(C)S(=O)(=O)c2ccc(OC)c(OC)c2)cc1,?,?,-17%,0%,1%,3%,3%,i,-2%,i,16%
Cc1cc(C)c2[nH]c(=O)c(C(c3nnnn3CC3CCCO3)N3CCC(C)CC3)cc2c1 (configuration not stated),i,?,-19%,-9%,-5%,-6%,2%,i,/,?,-11%
COC(=O)c1c(C(=O)NCc2ccccc2)ncn1CC(O)COc1ccccc1 (configuration not stated),i,2%,-8%,0%,1%,0%,2%,i,13%,i,22%
CCOc1ccc2[nH]c(=O)c(C(c3nnnn3C3CCCCC3)N3CCN(C)CC3)cc2c1 (configuration not stated),i,8%,-10%,-7%,-3%,-4%,0%,i,/,i,8%
CC(=O)c1ccc(Nc2ncnc3c2oc2ccccc23)cc1,i,?,36%,16%,-1%,2%,1%,i,4%,i,-3%
Cc1c(-c2ccccc2)oc2cc(O)ccc2c1=O,i,?,7%,-13%,1%,0%,-3%[11.4 µM],i,/,i,-24%
CC(=O)Nc1cc(S(=O)(=O)C(F)(F)F)ccc1Cl,i,3%,-5%,-3%,0%,2%,-2%,i,-1%,i,8%
C[C@@H](C(=O)Nc1ccc2ccccc2c1)[C@H]1C[C@]1(C)[C@H](NC(=O)OCc1ccccc1)c1ccccc1,/,11%,11%,3%,-4%,-9%,/,/,/,/,3%
C=CCn1c(SCC(=O)Nc2ccccc2OC)nnc1-c1ccco1,i,4%,-12%,6%,-1%,-1%,0%,i,25%,i,5%
N[C@@H](CS(=O)O)C(=O)O,/,11%,13%,?,-1%,1%,1%,/,0%,/,-13%
CC1CCN(c2nc3c(c(=O)[nH]c(=O)n3C)n2CCSc2nc3ccccc3o2)CC1,i,-2%,-17%,-4%,-1%,-1%,1%,i,2%,i,8%
Cc1nn(C)c(Cl)c1S(=O)(=O)N[C@@H](c1ccccc1)[C@]1(C)C[C@H]1[C@@H](C)C(=O)Nc1ccc2ccccc2c1,/,-4%,7%,16%,-4%,-4%,/,/,/,/,2%
CCNc1oc(COc2ccccc2F)nc1C#N,?,8%,2%,-2%,-2%,-4%,-2%,i,6%,i,-3%
CC1C(c2ccccc2)N(C)CCC12NC(=O)NC2=O (configuration not stated),i,2%,-1%,5%,-1%,2%,6%,i,-6%,i,4%
CCN1CCN(Cc2c(OC)ccc3ccccc23)CC1,i,27%,-1%,2%,2%,3%,-1%,i,-9%,i,5%
CCOc1cccc(Oc2ccc(C(F)(F)F)cn2)c1,i,9%,38%[activator],-9%,0%,3%,0%,i,1%,i,2%
Cc1cc(C(F)F)n2nc(C(=O)Nc3cccc(C(F)(F)F)c3)nc2n1,i,-5%,-17%,7%,1%,-2%,2%,i,32%[activator],i,11%
COc1ccc2[nH]cc(CCNc3ncnc4ccc(-c5ccc(C(=O)N(C)C)cc5)cc34)c2c1,i,-3%,?,?,-3%,-2%,0%[2.29 µM],i,-8%,?,0%
CC(=O)NS(=O)(=O)c1ccccc1,i,-1%,-16%,7%,1%,1%,2%,i,3%,i,5%
CCc1c(C)[nH]c2ccccc2c1=O,i,7%,-8%,4%,2%,-1%,-3%,i,-2%,i,-9%
CCOC(=O)N1CCN(C(=O)CSc2nnc(C3COc4ccccc4O3)o2)CC1 (configuration not stated),/,9%,-10%,4%,-3%,-2%,1%,/,/,/,-14%

# New compounds follow
SMILES,Texas Red fluor,HEK293 cAMP ctrl,ERK AVP block,Tau fil binding,Caspase-7 inhib,Casp1 inh,Luciferase inh,Rhodamine fluor,USP2a inh,Fluorescein autfl,HADH2 inhib
COc1ccc(S(=O)(=O)N2CCC(C(N)=O)(N3CCCCC3)CC2)cc1,/,2%,5%,-3%,-1%,-1%,-2%,/,/,/,-4%
Cc1oc(C(=O)O)cc1CSCc1ccoc1C(=O)O,/,20%,10%,-1%,0%,-4%,2%,/,-8%,/,?
COC(=O)COc1ccc(S(=O)(=O)NCc2cccnc2)cc1,i,0%,-14%,11%,1%,0%,1%,i,0%,i,14%
Cc1sc2ncnc(Oc3ccc(-n4ccnc4)cc3)c2c1C,i,?,?,46%,0%,-2%,1%,i,27%,i,-6%
Cc1ccc2c(c1)NC(=O)C(CC(=O)NCCN(CC(C)C)CC(C)C)O2 (configuration not stated),/,5%,-3%,-27%,0%,-1%,2%,/,/,/,-10%
OCCN1CCOCCN(CCO)CCN(CCO)CC1,i,-4%,-2%,12%,0%,0%,-27%,i,-1%,i,-3%
Cc1cc2c(c(=O)n1Cc1cccnc1)C(c1ccc(F)cc1)C(C#N)=C(N)O2 (configuration not stated),?,0%,2%,-2%,-1%,2%,1%,i,-2%,i,9%
COc1cc(Cl)cc(NC(=O)CCN2CCN(C)CC2)c1,?,1%,10%,0%,-1%,1%,1%,i,-6%,i,-2%
Cc1c2cnn(-c3ccccc3)c(=O)c2c(C)n1CCCC(=O)N1CCN(C)CC1,/,0%,-22%,5%,-2%,0%,-9%,/,/,/,0%
c1ccc2c(c1)NC(CN1CCOCC1)CO2 (configuration not stated),i,0%,4%,0%,5%,2%,1%,i,-10%,?,-8%

# As a working copy, part of the list above:
SMILES,Texas Red fluor,HEK293 cAMP ctrl,ERK AVP block,Tau fil binding,Caspase-7 inhib,Casp1 inh,Luciferase inh,Rhodamine fluor,USP2a inh,Fluorescein autfl,HADH2 inhib
COc1ccc(S(=O)(=O)N2CCC(C(N)=O)(N3CCCCC3)CC2)cc1,/,2%,5%,-3%,-1%,-1%,-2%,/,/,/,-4%
Cc1oc(C(=O)O)cc1CSCc1ccoc1C(=O)O,/,20%,10%,-1%,0%,-4%,2%,/,-8%,/,?
COC(=O)COc1ccc(S(=O)(=O)NCc2cccnc2)cc1,i,0%,-14%,11%,1%,0%,1%,i,0%,i,14%
Cc1sc2ncnc(Oc3ccc(-n4ccnc4)cc3)c2c1C,i,?,?,46%,0%,-2%,1%,i,27%,i,-6%
Cc1ccc2c(c1)NC(=O)C(CC(=O)NCCN(CC(C)C)CC(C)C)O2 (configuration not stated),/,5%,-3%,-27%,0%,-1%,2%,/,/,/,-10%
OCCN1CCOCCN(CCO)CCN(CCO)CC1,i,-4%,-2%,12%,0%,0%,-27%,i,-1%,i,-3%
Cc1cc2c(c(=O)n1Cc1cccnc1)C(c1ccc(F)cc1)C(C#N)=C(N)O2 (configuration not stated),?,0%,2%,-2%,-1%,2%,1%,i,-2%,i,9%
COc1cc(Cl)cc(NC(=O)CCN2CCN(C)CC2)c1,?,1%,10%,0%,-1%,1%,1%,i,-6%,i,-2%
Cc1c2cnn(-c3ccccc3)c(=O)c2c(C)n1CCCC(=O)N1CCN(C)CC1,/,0%,-22%,5%,-2%,0%,-9%,/,/,/,0%

# Already shown: an excerpt of the list.
SMILES,Texas Red fluor,HEK293 cAMP ctrl,ERK AVP block,Tau fil binding,Caspase-7 inhib,Casp1 inh,Luciferase inh,Rhodamine fluor,USP2a inh,Fluorescein autfl,HADH2 inhib
COc1ccc(S(=O)(=O)N2CCC(C(N)=O)(N3CCCCC3)CC2)cc1,/,2%,5%,-3%,-1%,-1%,-2%,/,/,/,-4%
Cc1oc(C(=O)O)cc1CSCc1ccoc1C(=O)O,/,20%,10%,-1%,0%,-4%,2%,/,-8%,/,?

# The list is partial; count on the stated rates, not on these rows.
